MazF activator: MazEF (E. coli) toxin RNase activation; FAM/BHQ RNA-DNA oligo cleavage fluorescence, 5 h; activation, % at 20 µM; hit rate 0.32% among 350,000; AID 504720; in the data active means activation above about 50%
Target sequence (P0AE70 whole entry, looked up): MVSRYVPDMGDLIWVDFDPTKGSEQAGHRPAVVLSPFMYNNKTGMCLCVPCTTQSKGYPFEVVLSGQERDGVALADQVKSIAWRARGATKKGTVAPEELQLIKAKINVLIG
PrPC TRFRET: cell surface PrPC inhibition, primary TR-FRET screen | P04156 | hit rate 0.43% among 370,000 | TR-FRET read-out | inhibition, % at 13.8 µM; in the data active means inhibition above about 24%; further: 0% = median of the test wells and 100% = reference compound wells
Mtb FBA inh: inhibits M. tuberculosis FBA enzyme | hit rate 2.3% among 360,000 | purified M. tuberculosis FBA, fluorescence read-out | inhibition, % at 1 µM; in the data active means inhibition above about 27%;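 further: 0% = vehicle and 100% = reference inhibitor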
Target sequence (P9WQA3 whole entry, looked up): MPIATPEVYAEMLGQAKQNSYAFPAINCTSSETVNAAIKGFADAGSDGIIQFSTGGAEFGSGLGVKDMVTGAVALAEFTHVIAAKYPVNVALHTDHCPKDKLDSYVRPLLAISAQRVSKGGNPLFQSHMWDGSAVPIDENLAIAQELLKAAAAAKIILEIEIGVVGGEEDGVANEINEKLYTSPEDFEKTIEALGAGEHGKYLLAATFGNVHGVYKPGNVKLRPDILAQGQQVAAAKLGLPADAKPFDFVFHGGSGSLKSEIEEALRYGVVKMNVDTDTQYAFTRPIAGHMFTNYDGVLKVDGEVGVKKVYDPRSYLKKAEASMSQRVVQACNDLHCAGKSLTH
GDH-TPI counter: GDH-TPI coupled enzyme inhibition counter-screen | AID 588335 | inhibition, % at 4.8 µM | hit rate 1.2% among 360,000 | GDH-TPI coupled enzyme counterscreen, NADH absorbance; in the data active means inhibition above about 30%;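 further: 0% = DMSO wells and 100% = wells lacking the enzyme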
BioA inh: inhibitors of Mycobacterium tuberculosis BioA enzyme; purified M. tuberculosis BioA enzyme, plate reader; inhibition, % at 9.99 µM; hit rate 0.096% among 360,000; in the data active means inhibition above about 40%; inconclusive means no clear call, values can overlap the other calls
BoNT-F LC inh: inhibitors of Botulinum neurotoxin F light chain protease | AID 588497 | hit rate 0.22% among 360,000 | inhibition, % at 10 µM | Multiplex microsphere protease cleavage assay, flow cytometry; in the data active means inhibition above about 35%, passing the limit was not always enough; inconclusive means no clear call, values can overlap the other calls; further: plate controls were buffer without enzyme for full effect and enzyme alone for no effect
UGM FP inh: inhibitors of M. tuberculosis UDP-galactopyranose mutase. purified UGM, fluorescence polarization probe displacement. hit rate 0.06% among 320,000. P9WIQ1. inhibition, % at 10 µM. AID 504406; in the data active means inhibition above about 10%, passing the limit was not always enough; inconclusive means no clear call, values can overlap the other calls
FadD28 binding: M. tuberculosis FadD28 bisubstrate binding inhibition; AID 588549; FadD28 bisubstrate probe binding, fluorescence polarization; inhibition, % at 12.5 µM; hit rate 0.22% among 360,000; in the data active means inhibition above about 8.5%, passing the limit was not always enough; inconclusive means no clear call, values can overlap the other calls
Rv3671c inh: inhibits the M. tuberculosis serine protease Rv3671c. hit rate 0.048% among 320,000. P9WHR9. inhibition, % at 5.96 µM; in the data active means inhibition above about 38%;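 further: extracellular domain of Rv3671c used as enzyme; 0% = enzyme with DMSO and 100% = no enzyme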
Target sequence (P9WHR9 whole entry, looked up, the tested form may be a part): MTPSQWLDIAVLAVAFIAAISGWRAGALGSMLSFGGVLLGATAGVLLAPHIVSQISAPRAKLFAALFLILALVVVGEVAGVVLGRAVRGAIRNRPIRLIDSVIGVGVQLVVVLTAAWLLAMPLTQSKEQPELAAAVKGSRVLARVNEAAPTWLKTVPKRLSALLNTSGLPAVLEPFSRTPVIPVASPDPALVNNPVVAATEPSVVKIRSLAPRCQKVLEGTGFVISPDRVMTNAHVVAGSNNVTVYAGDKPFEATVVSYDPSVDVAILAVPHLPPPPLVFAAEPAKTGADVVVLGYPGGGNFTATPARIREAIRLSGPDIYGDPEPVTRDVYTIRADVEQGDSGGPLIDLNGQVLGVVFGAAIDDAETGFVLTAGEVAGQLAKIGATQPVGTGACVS
Active calls of the source: *; ? = inconclusive; / = no result given; & = joins results of further samples.

molecule	MazF activator	PrPC TRFRET	Mtb FBA inh	GDH-TPI counter	BioA inh	BoNT-F LC inh	UGM FP inh	FadD28 binding	Rv3671c inh
CC(C)(C)c1ccc(C(=O)N2CCN(C(=O)C3CCCCC3)CC2)cc1	7	-3	2	-7	0.6	-9	-0.5	-2.2	-1
OC(c1cccc(Cl)c1)c1nc(-c2cccc3cccnc23)cs1 (stereo not given)	/	-5	5	14	-0.2	-8	/	-4.7	/
O=C(NC1CCOCC1)C1CCC(=O)N(CCc2cccc(F)c2)C1 (stereo not given)	5	-2	2	-8	-0.7	-2	-0.5	-0.8	-4
O=C(Nc1cccc(S(=O)(=O)NC2=NCCC2)c1)c1cn(-c2ccccc2)nc1-c1ccc(F)cc1	-8	9	3	2	-1.6	-2	-0.5	0.6	-149
COCc1ccc(C(=O)NC(C)c2cnn(-c3ccccc3C)c2C)o1 (stereo not given)	-1	-2	3	4	-0.6	-1	-0.8	-1.4	-2
COc1cc(C)c(S(=O)(=O)NCc2cccnc2)cc1C	10	-4	2	1	2.1	7	1.9	-0.3	3
Cc1ccccc1-c1cc2nc(NCc3ccc4occc4c3)n(C)c(=O)c2s1	/	8	-3	1	-0.6	6	/	-7.9	/
CCOc1cc(CNCc2cccs2)cc(Br)c1OCC	1	2	3	11	2.0	-6	-1.9	-2.8	-7
Cc1ccc(-c2nc(N3CCOCC3)sc2C(=O)N2CCOCC2)cc1	-2	-4	4	6	/	6	-1.2	-1.0	5
CCN(CC)S(=O)(=O)c1ccc(S(=O)(=O)N2CCCC2C(=O)O)cc1 (stereo not given)	-4	4	3	-3	/	2	-1.6	3.0	4
COc1ccc(-c2nn(C)c(=O)c3ccccc23)cc1CNC(=O)c1ccco1	7	-1	4	18	3.4	-30	2.1	-3.0	-6
NC(=O)CC[C@H](NC(=O)c1ccc(F)cc1)C(=O)OCC(=O)Nc1c(F)c(F)c(F)c(F)c1F	-5	4	-5	-11	-2.5	16	1.4	-5.1	-8
O=C1NC(=O)C2(Br)Nc3ccc(Br)cc3C(=O)C2N1 (stereo not given)	-11	-5	2	19	-1.8	2	/	-2.5	/
COCCn1c(Cc2ccccc2)nnc1SCC(=O)Nc1oc(C)c2c(C)n[nH]c(=O)c12	1	-8	6	-1	-0.9	-11	0.4	0.9	-10
COc1ccc(OCCN2CCC(C(=O)NC(C)c3cccc4ccccc34)CC2)cc1 (stereo not given)	/	-5	-1	7	-0.2	-8	/	-2.2	/
COc1cc(C(=O)Nc2cc(S(=O)(=O)N3CCOCC3)ccc2N2CCN(C)CC2)cc(OC)c1OC	-5	6	3	3	-1.0	-9	/	-1.1	/
CN1CCN(CCCNC(=O)c2ccc(CSCc3cccc(Cl)c3)o2)CC1	1	-6	/	/	/	/	1.8	/	0
COc1cc2c(C(=O)Nc3ccccc3F)cn(C)c(=O)c2cc1OC	4	-7	3	5	-0.8	6	-1.0	0.0	-2
CN=C(Nc1cccnc1)c1cccc(C(F)(F)F)c1	-4	6	0	0	6.2	-26	-0.4	-0.6	-6
Cc1[nH]c2ccccc2c1C(=O)COC(=O)C(C)C	-7	-2	0	10	0.1	1	1.6	-1.5	-3
CCOC(=O)Cc1csc(NC(=O)c2ccc3ncsc3c2)n1	0	7	-1	11	2.4	-3	-0.6	-0.8	0
COc1ccc(C(C(=O)NC(C)(C)C)N(C(=O)CCC(=O)Nc2cc(C)on2)c2cc(C)cc(C)c2)cc1 (stereo not given)	5	-2	0	4	0.2	12	-3.5	-3.5	-4
CCOC(=O)C1CCC/C1=N\NC(=O)CN(c1cc(OC)ccc1OC)S(=O)(=O)c1ccccc1 (stereo not given)	3	3	0	-7	0.1	3	1.2	-5.5	-5
O=C1Nc2ccccc2C1=Nc1ccc(Cl)cc1	1	-4	-1	5	-1.1	2	-3.8	1.0	/
O=C(CSc1nnc(-c2cccnc2)n1Cc1ccco1)c1ccccc1	1	6	0	11	/	-1	0.9	-1.8	-3
Cc1ccc(C(=O)Nc2ccc(F)cc2F)o1	5	6	-17	-15	-3.3	0	-3.6	-2.1	2
Cc1ccc(C)c(SCC(=O)NC2CCS(=O)(=O)C2)c1 (stereo not given)	4	3	-1	3	-1.9	3	/	-2.4	/
O=C(NCCCN1CCOCC1)C(C(=O)c1ccccc1)n1ccccc1=O (stereo not given)	0	-7	1	5	0.0	1	0.5	-3.0	-1
Cn1nc(-c2ccc(Cl)cc2)c2cc(C(=O)N3CCN(c4ccccc4)CC3)sc21	14	2	0	0	-0.4	-8	1.0	-1.3	-4
COc1cccc(C(=O)NCCS(=O)(=O)NCc2ccc3c(c2)OCO3)c1	2	-6	0	7	0.4	-8	-0.8	0.9	-2
Cc1ccc(-c2ccc(=O)[nH]n2)cc1	4	-7	1	1	/	-3	1.2	-2.2	4
CC(C)N(C)C1CCN(C(=O)Nc2ccc(Cl)cc2)CC1	-16	-1	4	-3	1.8	-5	-3.3	-0.6	7
COC(=O)[C@]12C(=O)C(C)=C(O)[C@@]1(C)C(C)=CC1[C@@]34CC[C@@H](OC(C)=O)C(C)(C)C3C(C[C@]12C)OC4=O (stereo not given in full)	7	0	4	12	-1.4	-3	1.8	-1.9	0
CSc1ccccc1C(=O)Nc1ncn[nH]1	1	5	2	7	-0.8	?	0.7	-0.1	7
O=C1c2ccccc2CCC12N=NCC2c1ccccc1 (stereo not given)	-5	-3	2	8	0.4	3	0.5	-2.9	-9
CC(=O)c1c(C)[nH]c(C(=O)COc2ccc3ccc(=O)oc3c2)c1C	-1	-11	50*	19	/	-27	-1.1	-2.4	-2
O=C(CSc1nnc2scc(-c3ccccc3)n12)c1ccc2c(c1)OCCO2	55*	-2	-1	-8	-0.2	6	-0.6	-4.2	-5
c1ccc(SSc2ccccc2)cc1	2	-4	3	8	-5.7	-15	2.5	1.7	-4
COc1ccc(CCNc2ccc(N3C(=O)CC(C)C3=O)cc2[N+](=O)[O-])cc1 (stereo not given)	9	-30	-4	3	/	2	1.8	-1.1	-1
Cc1ccc(CCNC(=O)C2CCCN(S(=O)(=O)c3c(C)noc3/C=C/N(C)C)C2)cc1 (stereo not given)	8	-1	-2	53*	-3.5	-3	-0.1	-0.4	-9
CCOc1ccccc1-c1nc(CN2CCN(C(=O)c3ccco3)CC2)c(C)o1	1	2	0	3	-0.8	-1	-1.0	-1.0	15
Cc1ccc(S(=O)(=O)Nc2c(O)ccc3ccccc23)cc1	-9	/	2	-5	1.0	?	3.2	-0.8	-12
Cc1ccc(C(C(=O)NC2CCCC2)N(Cc2ccc3c(c2)OCO3)C(=O)c2snc(C(N)=O)c2N)cc1 (stereo not given)	1	10	10	5	0.2	-4	0.7	-1.3	5
C[C@H](CO)N1C[C@H](C)[C@@H](CN(C)S(=O)(=O)c2ccccc2)Oc2ccc(NS(=O)(=O)c3cccs3)cc2C1=O	4	1	1	-3	1.2	-10	-4.8	-1.1	9
Cc1cc(C)n2nc(C(=O)N/N=C/c3ccccc3C)nc2n1	6	4	1	8	1.0	-22	-3.4	-3.5	7
COCCNC(=O)CN1CCC(NC(=O)c2ccco2)CC1	3	3	4	4	/	1	1.9	-1.6	8
COc1ccc(NC(=O)CCNS(=O)(=O)c2cc(Br)cnc2N)c(OC)c1	4	-1	0	-9	1.5	-12	0.4	-0.3	-1
Cc1sc2nc3ccc(N4CCCC4)nn3c(=O)c2c1C	15	-14	16	9	1.3	-4	4.1	-1.5	-2

Entries from the list above that contain bromine:
molecule	MazF activator	PrPC TRFRET	Mtb FBA inh	GDH-TPI counter	BioA inh	BoNT-F LC inh	UGM FP inh	FadD28 binding	Rv3671c inh
CCOc1cc(CNCc2cccs2)cc(Br)c1OCC	1	2	3	11	2.0	-6	-1.9	-2.8	-7
O=C1NC(=O)C2(Br)Nc3ccc(Br)cc3C(=O)C2N1 (stereo not given)	-11	-5	2	19	-1.8	2	/	-2.5	/
COc1ccc(NC(=O)CCNS(=O)(=O)c2cc(Br)cnc2N)c(OC)c1	4	-1	0	-9	1.5	-12	0.4	-0.3	-1

The listing continues:
molecule	MazF activator	PrPC TRFRET	Mtb FBA inh	GDH-TPI counter	BioA inh	BoNT-F LC inh	UGM FP inh	FadD28 binding	Rv3671c inh
Cc1cccc(C)c1NC(=O)COC(=O)Cc1ccsc1	3	-2	-1	9	/	2	0.0	-1.1	0
O=C(CC1Oc2ccccc2NC1=O)NC1CC1 (stereo not given)	/	1	4	2	-2.0	-6	-0.1	0.4	2
COc1ccc(NC2CCCN(C(=O)CCCn3cncn3)C2)cc1OC (stereo not given)	-2	3	2	3	-1.7	0	0.7	-2.0	-4
CSc1ccccc1NC(=O)CN1c2ccccc2CC1C (stereo not given)	-1	4	1	2	/	-8	1.1	-1.3	10
Cc1c(CC(=O)N[C@@H](C)C(=O)O)c(=O)oc2cc3oc4c(c3cc12)CCCC4	-9	5	6	7	/	?	-0.5	-4.7	-2
CCCc1nc(Nc2nc3ccccc3o2)nc(C)c1C(=O)OCC	1	5	2	8	0.8	3	1.8	-2.5	0
Cc1cccc(N2CC(c3nc4ccccc4[nH]3)CC2=O)c1 (stereo not given)	1	-2	0	-5	/	-4	-1.0	-2.8	-6
C[C@H](CO)N1C[C@H](C)[C@@H](CN(C)Cc2ccc(Cl)c(Cl)c2)Oc2c(NC(=O)c3ccncc3)cccc2C1=O	2	8	-1	8	10&4.9	-1	-1.8	0.7	2
O=C(N=C1c2ccccc2CN1c1ccccc1)c1cccc([N+](=O)[O-])c1	-18	-17	-2	1	/	-6	0.6	-0.6	-5
O=C(N/N=C/c1c(O)n(C2CC2)c(=S)[nH]c1=O)c1ccccc1O	-6	-3	3	24	/	-15	3.8	1.1	7
Cn1c(C(=O)N[C@@H](Cc2ccccc2)C(=O)NCCC(=O)O)cc2cc(Cl)ccc21	-11	6	3	14	-1.0	-16	-1.2	-0.1	/
Cc1ccc(C)c(-c2cc(C(=O)NCc3cccs3)c3ccccc3n2)c1	5	-8	2	18	-1.1	2	-1.8	-7.1	-6
Cc1cccc(N2C(=O)N3[C@@H]4c5ccccc5OC[C@@H]4[C@@H](c4ccccc4)[C@@]3(C)C2=O)c1	9	6	4	14	-3.3	-7	1.4	-1.7	4
CCN(CC)c1ccc(/C=C2\C(=O)NC(=O)N(CC3CCCO3)C2=O)cc1 (stereo not given)	-217	10	-1	33*	-0.8	0	0.6	-0.4	-7
CS(=O)(=O)N1CCC(C(=O)Nc2ccccc2Br)CC1	8	-7	1	3	-1.1	-1	1.9	-2.4	-4

Compound activity as filed in PubChem BioAssay.
